Source: PubChem (National Center for Advancing Translational Sciences (NCATS))
MBNL1 CUG block = blocks human MBNL1 binding to CUG repeat RNA. TR-FRET MBNL1-His/biotin-(CUG)12 binding, 665/545 ratio. Potency, µM (titrated, usually from 57.5 µM), for inactives: at the top dose activity change, negative = inhibition, usual class: inhibitors. hit rate 0.036% among 280,000. AID 2675. Q9NR56; active = well fitted inhibition curve with a large enough effect in the signal ratio, with a control signal flat, not every such curve was filed as active; inconclusive = small, poorly fitted or top-dose-only effect, or effect the other way, or a change in a side signal; inactive = no such curve, though single readings can be large or run the other way; the % refers to the signal ratio; note: % is set by controls: 0 for no effect and ±100 for the full control effect
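His-tagged MBNL1 binding to biotinylated (CUG)12 RNA was measured by TR-FRET using terbium anti-His antibody (0.055 ng/ul final) and streptavidin-XL665 (5 nM final). Compounds were titrated 92 nM to 58 uM; 60 min at room temperature.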
Rab9 prom act = activates the Rab9 promoter; hit rate 2.8% among 320,000; Potency, µM (top dose mostly 9.22 µM), inactives show at the highest dose activation, negative = inhibition, hits mostly activators; Huh7 Rab9 promoter-luciferase reporter, luminescence, 24 h; AID 485297; note: % of control where 0% means no effect; nearly all actives have a fitted effect of over 60% in size
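Huh7 reporter line, Rab9 promoter upstream of luciferase. Compound exposure 24 h at 37 °C in reduced-serum medium with 10% FBS. Read-out: luminescence.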
NPC1 promoter act = NPC1 promoter activation; Huh7 NPC1 promoter luciferase reporter, 24 h; Potency, µM (top dose mostly 9.22 µM), without a hit: top-dose activation, most hits filed as activators; hit rate 2.4% among 320,000;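 note: % of control where 0% means no effect; nearly all actives have a fitted effect of over 60% in size; reporter is driven by a mutant NPC1 promoter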
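Huh7 cells stably carrying NPC1 promoter–luciferase, plated in Opti-MEM with 10% FBS for 2 h, were exposed to compound in DMSO for 24 h at 37 °C; luciferase reagent was added for 10 min and luminescence read.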
uPA surface inh = blocks generation of uPA at the cell surface; hit rate 0.31% among 330,000; AID 540303; Potency, µM (highest dose often 38.3 µM), for the others: at the highest dose activity change, negative = inhibition, usual class: inhibitors; cell surface uPA generation assay, qHTS; active = well fitted inhibition curve with a large enough effect; inconclusive = small, poorly fitted or top-dose-only effect; inactive = no such curve, though single readings can be large or run the other way; tested in mouse RAW 264.7 cells; note: % is set by controls: 0 for no effect and ±100 for the full control effect; nearly all actives have a fitted effect of over 55% in size
p53 reactivator = mutant p53 re-activation in reporter cells; H1299 p53-A138V BP100-luciferase reporter, luminescence, 24 h; Potency, µM (titrated, usually from 92.2 µM), inactives show at the top dose activity change, positive = activation, actives largely listed as activators; hit rate 0.063% among 320,000; AID 504706; note: % of control where 0% means no effect; nearly all actives have a fitted effect of over 45% in size
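p53-null H1299 cells stably carrying temperature-sensitive p53-A138V and a BP100-luciferase reporter were pinned with compounds (4-point, 1:5 series) and held 24 hrs at 37 deg C. Luminescence was read 10 min after detection reagent.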
RORgamma inh = blocks mouse ROR gamma transcriptional activity. P51450. Drosophila S2 Gal4-RORgamma UAS-luciferase reporter, 20 h. Potency, µM (doses to about 53.6 µM), for the others: top-dose activity change, negative = inhibition, hits mostly inhibitors. hit rate 5.4% among 310,000; note: % is set by controls: 0 for no effect and ±100 for the full control effect; nearly all actives have a fitted effect of over 60% in size
Target sequence (P51450 whole entry, looked up, the tested form may be a part): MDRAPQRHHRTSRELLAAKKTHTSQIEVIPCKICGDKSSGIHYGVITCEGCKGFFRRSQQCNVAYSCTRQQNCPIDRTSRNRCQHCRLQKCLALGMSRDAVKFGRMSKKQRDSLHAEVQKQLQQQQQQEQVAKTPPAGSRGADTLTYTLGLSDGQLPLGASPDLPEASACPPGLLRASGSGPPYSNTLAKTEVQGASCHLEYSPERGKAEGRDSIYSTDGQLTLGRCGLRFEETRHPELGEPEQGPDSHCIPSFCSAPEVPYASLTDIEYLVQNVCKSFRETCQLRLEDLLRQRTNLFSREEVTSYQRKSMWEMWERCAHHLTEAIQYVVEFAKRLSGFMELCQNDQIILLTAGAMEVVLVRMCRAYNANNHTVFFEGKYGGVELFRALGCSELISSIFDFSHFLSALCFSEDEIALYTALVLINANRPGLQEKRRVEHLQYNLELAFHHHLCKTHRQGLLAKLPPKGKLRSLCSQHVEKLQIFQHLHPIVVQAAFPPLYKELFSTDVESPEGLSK
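Stable Schneider cell line, Gal4 DNA-binding domain fused to ROR gamma, UAS-luciferase. Cmpd 1 hr RT → CuSO4 700 uM final → 20 hr RT → luciferase reagent 10 min → luminescence.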
Gal4-VP16 FLuc = counter-screen for ROR gamma inhibitors: Gal4-VP16 reporter | Drosophila S2 Gal4-VP16 UAS-luciferase, luminescence, 20 h | Potency, µM (highest dose often 53.6 µM), for the others: top-dose activity, negative = inhibition, most hits filed as inhibitors | hit rate 3.5% among 310,000;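 note: Gal4-VP16 expression switched on by copper sulfate through the metallothionein promoter; % is set by controls: 0 for no effect and ±100 for the full control effect; nearly all actives have a fitted effect of over 50% in size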
FLuc counter = inhibits or activates purified firefly luciferase, miR-21 counter-screen | P08659 | hit rate 6.9% among 360,000 | purified FLuc, Km substrates, luminescence inhibition | AID 588342 | Potency, µM (top dose mostly 57.5 µM), for the others: top-dose activity change, negative = inhibition, usual class: inhibitors;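 note: plate controls were vehicle for no effect and reference inhibitor for full effect; nearly all actives have a fitted effect of over 55% in size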
Target sequence (P08659 whole entry, looked up): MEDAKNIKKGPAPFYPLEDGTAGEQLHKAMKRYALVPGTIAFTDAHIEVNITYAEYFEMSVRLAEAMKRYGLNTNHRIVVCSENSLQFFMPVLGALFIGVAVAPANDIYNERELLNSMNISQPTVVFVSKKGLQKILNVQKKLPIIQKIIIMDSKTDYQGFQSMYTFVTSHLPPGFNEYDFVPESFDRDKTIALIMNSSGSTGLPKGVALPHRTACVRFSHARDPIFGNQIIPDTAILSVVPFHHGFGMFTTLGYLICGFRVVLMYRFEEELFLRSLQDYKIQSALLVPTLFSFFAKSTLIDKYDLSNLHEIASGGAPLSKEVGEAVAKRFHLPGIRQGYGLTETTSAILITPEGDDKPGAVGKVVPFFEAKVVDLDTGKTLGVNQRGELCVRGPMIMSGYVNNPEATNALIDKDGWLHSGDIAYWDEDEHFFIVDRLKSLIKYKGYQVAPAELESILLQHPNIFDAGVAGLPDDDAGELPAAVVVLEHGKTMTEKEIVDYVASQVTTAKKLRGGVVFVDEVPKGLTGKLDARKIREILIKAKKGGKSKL
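Purified P. pyralis luciferase, 10 nM final, with Km-level 10 uM D-luciferin and 10 uM ATP in 50 mM Tris acetate pH 7.5, 10 mM Mg acetate, 0.01% Tween-20, 0.05% BSA; 6-point qHTS titration about 60 µM downward; luminescence read.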
ELG1 genotoxic = induces genotoxicity in HEK293T cells with luciferase-tagged ELG1 | HEK293T ELG1-luciferase reporter, luminescence, 16 h | Potency, µM (highest dose often 46 µM), for the others: at the highest dose activity change, positive = activation, hits mostly activators | hit rate 1.3% among 330,000; note: % of control where 0% means no effect; nearly all actives have a fitted effect of over 60% in size
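HEK293T cells expressing luciferase-tagged ELG1 were treated with compound or DMSO for 16 hr at 37°C. Luciferase activity was then read after 30 min with ONE-Glo at room temperature; rising signal flags genetic stress.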
BRCA1 expr up = increases BRCA1 expression | MCF7-BRCA1-FFLuc reporter, luminescence, 48 h; response scale: scaled: vehicle 0%, 10 µM genistein 100% | Potency, µM (titrated, usually from 46.1 µM), for the others: top-dose activation, actives largely listed as activators | hit rate 1.1% among 380,000; note: nearly all actives have a fitted effect of over 80% in size; some results filed as inactive show a strong effect at the top dose
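Using MCF7 cells harboring a BRCA1 firefly luciferase reporter, plated 2 h before compound pinning, the screen measured luminescence after 48 h incubation. Responses were normalized to DMSO and 10 microM genistein, then fitted for concentration-effect.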
Active calls of the source: *; ? = inconclusive; · = no result given; & = joins results of further samples; [ ] = another dose, or the depositor's remark. Unless noted, calls come from the whole dose curve; as a rule, active = well fitted curve in the direction sought with a large enough effect; inconclusive = small, poorly fitted or top-dose-only effect, or another doubt; inactive = no such curve, though single readings can be large; an effect the other way counts as inactive or inconclusive. Potency is the fitted concentration of half-maximal effect.

no. | SMILES | MBNL1 CUG block | Rab9 prom act | NPC1 promoter act | uPA surface inh | p53 reactivator | RORgamma inh | Gal4-VP16 FLuc | FLuc counter | ELG1 genotoxic | BRCA1 expr up
1 | CSc1ccccc1NC(=O)CN(c1ccccc1Br)S(C)(=O)=O | 1% | 0% | -4% | 0% | -5% | 0% | -5% | 0% | 2% | 0%
2 | Cc1ccc(NC(=O)CS(=O)CC(=O)Nc2cccc(C)c2C)cc1F (stereo not given) | 9% | 0% | -7% | 2% | -22% | 2% | 12% | 2% | 0% | 0%
3 | CCC(=O)N1CCN(c2ccc(NC(=O)c3ccc4c(c3)OCCO4)cc2)CC1 | · | 22% | 1% | -1% | 10% | 14% | -12% | -2% | ? | 0%
4 | Cc1ccc(-c2csc3ncn(CC(=O)OC(C)C)c(=O)c23)cc1 | -1% | 0% | -4% | 2% | -1% | 0% | 2% | 0% | -12% | -19%
5 | CCc1ccc(/C=N/NC(=O)C(=O)NCCCN2CCOCC2)cc1 | 7% | 1% | 0% | 1% | 11% | -4% | 1% | ? | 3% | -5%
6 | CCOc1cc(N2CCOCC2)c(OCC)cc1NC(=O)c1ccc2ncsc2c1 | · | -2% | -5% | 11% | 3% | · | · | 4% | -2% | 55%
7 | O=C(c1cnn(C(=O)c2cccc(S(=O)(=O)N3CCOCC3)c2)c1)c1cc(Cl)cc(Cl)c1O | -21% | -4% | -3% | 4% | 2% | -4% | 5% | -1% | -5% | -16%
8 | COc1ccc(Cl)cc1C(=O)NNC(=S)NC(=O)c1ccc(F)c(F)c1 | -1% | -1% | 2% | 1% | 4% | 7.1µM* | 11µM* | 2% | -4% | -11%
9 | N#Cc1ccc(C(=O)Nc2cccc3ncccc23)c(F)c1 | 11% | -3% | 0% | 9% | -8% | 2% | -16% | -4% | -2% | 15%
10 | O=C(NCCc1ccncc1)Nc1ccc(F)cc1 | · | 0% | 0% | 2% | -5% | -18% | -1% | 0% | 0% | -6%
11 | Cc1ccc(CN(C#N)c2nc(C)cc(C)n2)cc1 | 0% | -7% | 1% | 0% | 0% | ? | -16% | -1% | 0% | -1%
12 | CC(C)(C)C1=Nn2c(nnc2-c2ccccn2)SC1 | -1% | 8% | 0% | 2% | -3% | -3% | 0% | -24% | -1% | 0%
13 | COc1ccc(S(=O)(=O)N2CCN(Cc3ccccc3)CC2)cc1OC | -5% | -1% | -4% | 2% | -52%[inhibitor] | -2% | -6% | 6% | -1% | -35%
14 | O=C(Nc1ccc(Cl)cc1Cl)c1ccc(-c2ccccc2)cc1 | ? | -1% | 4% | 5% | 5% | -15% | -5% | -5% | 5% | 29%
15 | COCCCNc1nc2c(-c3ccc(Cl)cc3)nnn2c2ccccc12 | -1% | -7% | -3% | -6% | 17% | -7% | -2% | -1% | -1% | -57%
16 | O=C(NCCN1CCOCC1)C(=O)NCC1OCCN1C(=O)c1ccc(Cl)cc1 (stereo not given) | 21% | -2% | -3% | 9% | 0% | -28% | 4% | 2% | 1% | -9%
17 | Cc1ccc(-n2c(C)cc(C3N=C(N)Nc4nc5ccccc5n43)c2C)c(C)c1 (stereo not given) | -3% | 2% | -3% | 5% | -5% | -32% | 6% | 0% | -4% | -38%
18 | O=C(O)/C(=C\c1cn(-c2ccccc2)nc1-c1ccc(Cl)cc1)NC(=O)c1ccccc1 | 0% | -1% | -1% | -5% | -5% | 6% | -4% | -3% | 0% | -3%
19 | COC(=O)c1ccc(Cn2nnc3c(=O)[nH]c(C4CCN(S(=O)(=O)c5ccc(F)cc5)CC4)nc32)cc1 | -2% | -4% | -1% | -9% | -7% | -25% | -18% | 3% | 2% | -1%
20 | CCOC(=O)N1CCN(C(=O)C2c3cc(OC)c(OC)cc3C(=O)N3CCc4ccccc4C23)CC1 (stereo not given) | -2% | -3% | -5% | 2% | 10% | -24% | 1% | 5% | 3% | -18%

Single records, as listed above.
COC(=O)c1ccc(Cn2nnc3c(=O)[nH]c(C4CCN(S(=O)(=O)c5ccc(F)cc5)CC4)nc32)cc1 reads MBNL1 CUG block: -2%; Rab9 prom act: -4%; NPC1 promoter act: -1%; uPA surface inh: -9%; p53 reactivator: -7%; RORgamma inh: -25%; Gal4-VP16 FLuc: -18%; FLuc counter: 3%; ELG1 genotoxic: 2%; BRCA1 expr up: -1%
O=C(NCCc1ccncc1)Nc1ccc(F)cc1 reads MBNL1 CUG block: ·; Rab9 prom act: 0%; NPC1 promoter act: 0%; uPA surface inh: 2%; p53 reactivator: -5%; RORgamma inh: -18%; Gal4-VP16 FLuc: -1%; FLuc counter: 0%; ELG1 genotoxic: 0%; BRCA1 expr up: -6%

The listing picks up with the 3 entries that preceded the break.
no. | SMILES | MBNL1 CUG block | Rab9 prom act | NPC1 promoter act | uPA surface inh | p53 reactivator | RORgamma inh | Gal4-VP16 FLuc | FLuc counter | ELG1 genotoxic | BRCA1 expr up
18 | O=C(O)/C(=C\c1cn(-c2ccccc2)nc1-c1ccc(Cl)cc1)NC(=O)c1ccccc1 | 0% | -1% | -1% | -5% | -5% | 6% | -4% | -3% | 0% | -3%
19 | COC(=O)c1ccc(Cn2nnc3c(=O)[nH]c(C4CCN(S(=O)(=O)c5ccc(F)cc5)CC4)nc32)cc1 | -2% | -4% | -1% | -9% | -7% | -25% | -18% | 3% | 2% | -1%
20 | CCOC(=O)N1CCN(C(=O)C2c3cc(OC)c(OC)cc3C(=O)N3CCc4ccccc4C23)CC1 (stereo not given) | -2% | -3% | -5% | 2% | 10% | -24% | 1% | 5% | 3% | -18%
21 | NC(=NC(=O)c1ccc(OC(F)(F)F)cc1)c1ccc(C(F)(F)F)cn1 | · | -12% | -3% | 4% | -4% | 7% | -3% | 1% | -3% | -11%
22 | CCOc1ccc(Oc2c(/C=N/NC(N)=O)c(C)nn2-c2ccccc2)cc1 | · | -3% | -1% | 1% | -10% | -19%[10 µM] | -11% | 2% | 1% | -8%
23 | O=C(Nc1ccccc1)NC1(C(=O)NCc2cccs2)CCCCC1 | 3% | -1% | -1% | 12% | 1% | ? | 4% | 8% | -4% | -11%
24 | Oc1ccc(-c2c(C3=CCCCC3)sc3ccccc23)cc1 | 5% | 0% | 0% | 7% | · | 12% | -14% | 1% | 0% | -6%
25 | O=C(C1Cc2ccccc2CN1S(=O)(=O)c1cccs1)N1CCCCC1 (stereo not given) | -2% | 1% | 1% | 1% | -4% | -12% | -6% | 0% | -1% | -7%
26 | CCOC(=O)[C@H]1[C@H]2COc3ccc(Cl)cc3[C@@H]2N2C(=O)c3ccc(Cl)cc3NC(=O)[C@@]12C | · | 2% | -5% | 7% | 8% | · | · | -1% | 0% | -29%
27 | CCOC(=O)N/N=C/c1ccc(N(CC)CC)cc1O | ? | -2% | -11% | ? | ? | ? | ? | 24µM* | ? | 15%
28 | OCCOCCn1c(-c2ccccc2)nc(=S)c2c1CCCC2 | 0% | 1% | 1% | -11% | 1% | -21% | 1% | -1% | -4% | 6%
29 | CC1CC(C)CN(C(=O)COC(=O)CNS(=O)(=O)/C=C/c2ccccc2)C1 (stereo not given) | -6% | -1% | 1% | 1% | -3% | -13% | -8% | 0% | -1% | 1%
30 | COc1ccccc1NC(=O)Cn1nnc2sc3c(c2c1=O)CC(C)(C)OC3 | ? | -1% | -2% | 9% | -2% | 6% | -5% | 0% | -1% | -21%
31 | Cc1ccc(N(CC(=O)NC2CCCC2)C(=O)Cn2nnc(-c3ccccc3F)n2)cc1 | -6% | -2% | -4% | 0% | -1% | -22% | 3% | -1% | -10% | -17%
32 | Cc1ccc(/C=C/C(=O)OCC(=O)NCc2ccc(Cl)cc2)o1 | · | -9% | -3% | 2% | 4% | · | · | -3% | 3% | -3%
33 | CCN(C(=O)COC(=O)c1ccc(O)cc1O)c1c(N)n(Cc2ccccc2)c(=O)[nH]c1=O | · | -3% | -9% | 18% | 1% | · | · | 2% | -1% | 3%
34 | COC(=O)c1c(C)[nH]c(C(=O)CSc2nnnn2-c2ccccc2)c1C | 3% | 15% | 8% | -4% | -2% | -12% | 20% | -9% | 8% | -20%
35 | O=C(O)c1ccc(COc2ccc3ccccc3c2)o1 | · | ? | ? | -1% | -10% | 14% | 17% | 19µM* | ? | ?
36 | O=C(O)c1cccc(-n2c(/C=C/c3ccc([N+](=O)[O-])cc3)nc3ccccc3c2=O)c1 | ? | 3% | -5% | -2% | · | -15% | 2% | -13% | -9% | -11%
37 | O=C(CN(C1CCCCC1)S(=O)(=O)c1ccc(F)cc1)NC1CC1 | -18% | 3% | 5% | -30% | -6% | -11% | 2% | 2% | 1% | -23%
38 | Cc1ccc(NC(=O)C2CCN(S(=O)(=O)c3ccc4c(c3)CC(C)N4C(=O)C3CCC3)CC2)nc1 (stereo not given) | 0% | -16% | -7% | -8% | -17% | ? | 16% | -1% | 1% | -22%
39 | COc1ccc(C2CC(=O)Oc3c(C(CCN4CCN(c5ccccc5)CC4)c4ccc(N(C)C)cc4)c(OC)cc(OC)c32)cc1 (stereo not given) | 2% | -4% | -4% | 3% | -5% | -8%&3% | 3%&-10% | 1% | 7% | 2%
